# 12-LOX inh: ALOX12 (human) lipoxygenase inhibition. purified 12hLO, xylenol orange hydroperoxide absorbance. Potency, µM (highest dose often 108 µM), inactives show at the highest dose activity change, negative = inhibition, actives largely listed as inhibitors. 1.1% of 580,000 active; active means well fitted inhibition curve with a large enough effect; inconclusive means small, poorly fitted or top-dose-only effect, or another doubt; inactive means no such curve, though single readings can be large or run the other way
# Target sequence (P18054 whole entry, looked up): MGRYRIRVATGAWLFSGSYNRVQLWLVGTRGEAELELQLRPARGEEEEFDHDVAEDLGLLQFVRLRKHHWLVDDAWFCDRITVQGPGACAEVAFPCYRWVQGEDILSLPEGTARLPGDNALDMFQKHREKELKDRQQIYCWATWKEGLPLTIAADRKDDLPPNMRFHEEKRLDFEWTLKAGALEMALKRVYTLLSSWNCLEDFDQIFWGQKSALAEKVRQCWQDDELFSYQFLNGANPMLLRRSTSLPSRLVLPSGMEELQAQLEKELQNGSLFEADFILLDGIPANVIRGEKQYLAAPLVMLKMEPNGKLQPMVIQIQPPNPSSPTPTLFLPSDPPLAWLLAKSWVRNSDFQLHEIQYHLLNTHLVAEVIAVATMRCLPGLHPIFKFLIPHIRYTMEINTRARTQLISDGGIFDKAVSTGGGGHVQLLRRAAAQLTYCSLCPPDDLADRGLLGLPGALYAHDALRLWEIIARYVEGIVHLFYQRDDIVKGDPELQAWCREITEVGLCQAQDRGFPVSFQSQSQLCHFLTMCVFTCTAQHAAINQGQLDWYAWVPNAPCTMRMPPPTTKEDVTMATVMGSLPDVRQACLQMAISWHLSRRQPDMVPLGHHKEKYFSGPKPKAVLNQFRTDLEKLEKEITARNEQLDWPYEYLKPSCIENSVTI
#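 Purified human 12hLO at 150 nM in 25 mM Hepes, 0.01% Triton X-100, pH 7.0, preincubated 15 min at room temperature with compound. Reaction started with 40 uM arachidonic acid, 30 min at room temperature. Hydroperoxide measured by Fe-xylenol orange, 573/405 nm absorbance ratio.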
# The depositor's hits bear a star; ? = inconclusive; [ ] = remark or other dose. On the % scale 0 is the no-effect control and ±100 the full control effect; potency means the concentration at half of the fitted maximal effect. This is a subset; rates above refer to the full screens.
SMILES,12-LOX inh
CCCCS(=O)(=O)N1C[C@@H](c2ccc3c(c2)OCO3)[C@@H]2[C@H]1C1CCN2CC1,-11%
COc1ccc(Oc2c(C)oc3cc(OCC(=O)N4CCN(C)CC4)ccc3c2=O)cc1,-61%
CN1C(=O)CO[C@H]2CN(Cc3ccccn3)C[C@H]21,73%[activator][176 µM]
Cc1ncc2c(n1)C[C@@H]1CC[C@H]2N1S(=O)(=O)c1ccccc1C,54%[activator]
C[C@]12COC(=O)C[C@@H]1CC[C@@H]1[C@H]2CC[C@@]2(C)[C@H]1CC[C@]2(C)O,-16%[57.4 µM]
CC(C(N)=O)N1CCC2(CC1)C(=O)N(C)c1ccccc12 (centres undefined),?
O=C(Cc1cccc(F)c1)N1CCC2(CC1)NCc1ccccc1-n1ccnc12,3%
Cc1ccc(CN2CCC3(CCNCC3)C2)c(O)c1,-2%
COCCN1CCC(N2CCN(C(=O)Cc3cccc(C)c3)CC2)C1=O (centres undefined),68%[activator]
CC(=O)NCCCC(=O)N1C2CCC1CN(Cc1cccnc1)C2,3%[6.33 µM]
O=S(=O)(F)Cc1ccccc1,?
COc1ccc2c(C)c(C(=O)N3CCC(C#N)(c4ccccc4)CC3)oc2c1,?
Cc1ncc2c(n1)C[C@@H]1CC[C@H]2N1C(=O)C1CCC1,19%
Cc1nc(-c2cccs2)cc([C@H]2CN3CC[C@H]2C[C@@H]3CNC(=O)C(C)(C)C)n1,-52%[176 µM]
CN1Cc2ccccc2-n2ccnc2C12CCN(C(=O)Cc1cccs1)CC2,13%
COc1ccccc1CNC(=O)[C@H]1CN2CC[C@H]1C[C@@H]2Cn1cc(C2(O)CCCC2)nn1,15%
C#CCN(C)C[C@H]1CN2CC[C@H]1C[C@@H]2CNS(=O)(=O)c1ccc(C)cc1,-16%[176 µM]
CN(Cc1ccccc1)C[C@H]1CN2CC[C@H]1C[C@@H]2CNC(=O)Nc1cccc(C#N)c1,?
CCNC(=O)NC[C@H]1C[C@@H]2CCN1C[C@@H]2c1cc(-c2ccc(OC)c(OC)c2)nn1C,-3%[176 µM]
CCCCn1c(C)c(C(=O)OCC)c2cc(O)ccc21,-1%
CN(C)C(=O)[C@H]1CN2CCC1C[C@@H]2Cn1cc(C2(O)CCCCC2)nn1 (some centres undefined),-5%[176 µM]
O=C(NC[C@H]1C[C@@H]2CCN1C[C@@H]2CN1CCN(c2ccccc2)CC1)Nc1ccccc1,73%[activator][176 µM]
Cc1ccc2c(CCN)c(C)[nH]c2c1C,?
CN(C)c1ccc(/C=C2\CCCN=C2c2cccnc2)cc1,?

# Brought forward from above: 2 compounds, then new ones.
SMILES,12-LOX inh
Cc1ccc2c(CCN)c(C)[nH]c2c1C,?
CN(C)c1ccc(/C=C2\CCCN=C2c2cccnc2)cc1,?
COc1cc(OC2CCN(C(C)=O)CC2)ccc1C(=O)N1CCC(N2C(=O)OCc3ccccc32)CC1,0%
CCC(CC)c1cc([C@H]2CN3CC[C@H]2C[C@@H]3CNC(=O)NCc2ccccc2)nc(-c2ccncc2)n1,?
CCN(CC)C(=O)c1ccc(NC(=O)c2cc3cc(F)ccc3[nH]2)cc1,2%
CN[C@@H](Cc1c[nH]c2ccccc12)C(=O)O,?
CC(=O)O[C@@H]1[C@@H](O)C2OC3C=C(C)C(=O)[C@@H](O)[C@]3(CO)C1(C)C21CO1 (some centres undefined),7%
Cc1nc(-c2cccs2)cc([C@H]2CN3CC[C@H]2C[C@@H]3CNS(=O)(=O)c2ccccc2)n1,8%
O=C1NCc2ccccc2CC12CCCN2Cc1ccnc(Cl)c1 (centres undefined),5%
CC(=O)N(C)c1cccc(-c2ccnc3c(C(=O)c4cccs4)cnn23)c1,-11%[57.4 µM]
COc1ccc(-c2cc([C@H]3CN4CC[C@H]3C[C@@H]4CNC(=O)c3ccccc3)n(C)n2)cc1OC,21%
O=C(Cc1ccccc1)N1[C@H]2CC[C@@H]1c1cnc(-c3ccccc3)nc1C2,43%[activator]
O=C(O)CSC(c1ccc(F)cc1)c1ccc(F)cc1,-22%
c1cc(N2CCCC3(CCNCC3)C2)ccn1,8%[57.4 µM]
CCOC(=O)[C@]12Cc3c(cc(OC)c(OC)c3OC)[C@H]1N(C(C)C)C(=O)c1cc(OC)ccc12,?
COc1ccccc1-c1cc([C@H]2CN3CC[C@H]2C[C@@H]3COC(=O)Nc2ccc(C(C)(C)C)cc2)n(C)n1,?
CC1CCC2C(C)C(=O)OC3O[C@]4(C)CCC1[C@@]32OO4 (some centres undefined),79%[activator]
COc1cc2c(cc1OCC1CC1)NC(=O)C21CCN(Cc2ccncc2)CC1,0%[176 µM]
Cn1nc(-c2cccs2)cc1[C@H]1CN2CC[C@H]1C[C@@H]2CNC(=O)Nc1ccccc1,27%[176 µM]
CC(=O)NCCNC(=O)[C@H]1CN2CC[C@H]1C[C@@H]2Cn1cc(COc2ccccc2)nn1,0%[176 µM]
O=C(NC[C@H]1C[C@@H]2CCN1C[C@@H]2CN1CCC(Cc2ccccc2)CC1)c1ccc(C(F)(F)F)cc1,12%
Cc1ccccc1OCC(=O)N1CCN(Cc2nc(N)c3ccccc3n2)CC1,5%
O=C(CCCCl)c1ccc(F)cc1,?
O=C1NCN(c2ccccc2)C12CCN(C[C@H]1COc3ccccc3O1)CC2,0%
Cc1ccc(OC(=O)N(C)C[C@H]2OCc3cnnn3CCCC(=O)N([C@@H](C)CO)C[C@@H]2C)cc1,-25%
Cn1nc(C2CCCC2)cc1[C@H]1CN2CC[C@H]1C[C@@H]2CNC(=O)c1ccc2c(c1)OCO2,-10%
COC(=O)[C@@H]1[C@@H](CO)[C@@H]2Cn3c(ccc(Br)c3=O)[C@H]1N2CCc1ccccc1,-43%
Cc1nc(-c2ccc(N(C)C)cc2)cc([C@H]2CN3CC[C@H]2C[C@@H]3CNC(=O)c2ccccc2)n1,29%
COC(=O)[C@@H]1[C@@H](CO)[C@@H]2Cn3c(ccc(Br)c3=O)[C@H]1N2C(=O)c1ccncc1,?
CCOc1cc(CNCCc2c[nH]c3ccccc23)ccc1OC,?
COc1ccc(-c2ccc(=O)n3c2[C@@H]2C[C@@H](CN(C(=O)CSC)C2)C3)cc1,18%[176 µM]
CC1C2Cc3ccc(O)cc3C1(C)CCN2CC1CC1 (centres undefined),-9%
O=C(NC1CC1)[C@H]1CN2CCC1C[C@@H]2Cn1cc(-c2ccccc2)nn1 (some centres undefined),54%[activator][176 µM]
C#C[C@H]1CN2CC[C@H]1C[C@@H]2CNC(=O)COCC(=O)O,-22%[176 µM]
COc1cccc(-c2ccc(O)c(CNC3CN4CCC3CC4)c2)n1 (centres undefined),-3%
CC(C)NC(=O)NC(=O)C(C)Cl (centres undefined),14%
O=C(CN1C(=O)CN=C(c2ccccc2F)c2cc(Cl)ccc21)Nc1ccccc1C(F)(F)F,16%
O=C(c1ccccc1)N1Cc2cc(Br)ccc2-n2nncc2C1,-14%

# 14 entries from above, tab-delimited.
molecule	12-LOX inh
Cc1ccccc1OCC(=O)N1CCN(Cc2nc(N)c3ccccc3n2)CC1	5%
O=C(CCCCl)c1ccc(F)cc1	?
O=C1NCN(c2ccccc2)C12CCN(C[C@H]1COc3ccccc3O1)CC2	0%
Cc1ccc(OC(=O)N(C)C[C@H]2OCc3cnnn3CCCC(=O)N([C@@H](C)CO)C[C@@H]2C)cc1	-25%
Cn1nc(C2CCCC2)cc1[C@H]1CN2CC[C@H]1C[C@@H]2CNC(=O)c1ccc2c(c1)OCO2	-10%
COC(=O)[C@@H]1[C@@H](CO)[C@@H]2Cn3c(ccc(Br)c3=O)[C@H]1N2CCc1ccccc1	-43%
Cc1nc(-c2ccc(N(C)C)cc2)cc([C@H]2CN3CC[C@H]2C[C@@H]3CNC(=O)c2ccccc2)n1	29%
COC(=O)[C@@H]1[C@@H](CO)[C@@H]2Cn3c(ccc(Br)c3=O)[C@H]1N2C(=O)c1ccncc1	?
CCOc1cc(CNCCc2c[nH]c3ccccc23)ccc1OC	?
COc1ccc(-c2ccc(=O)n3c2[C@@H]2C[C@@H](CN(C(=O)CSC)C2)C3)cc1	18%[176 µM]
CC1C2Cc3ccc(O)cc3C1(C)CCN2CC1CC1 (centres undefined)	-9%
O=C(NC1CC1)[C@H]1CN2CCC1C[C@@H]2Cn1cc(-c2ccccc2)nn1 (some centres undefined)	54%[activator][176 µM]
C#C[C@H]1CN2CC[C@H]1C[C@@H]2CNC(=O)COCC(=O)O	-22%[176 µM]
COc1cccc(-c2ccc(O)c(CNC3CN4CCC3CC4)c2)n1 (centres undefined)	-3%

# Remaining list, next part
SMILES,12-LOX inh
CC(=O)Nc1ccc(S(=O)(=O)NC[C@H]2C[C@@H]3CCN2C[C@@H]3c2cc(-c3ccccc3Br)nc(C)n2)cc1,-36%
COc1ccccc1C(=O)N1[C@H]2CC[C@@H]1c1cnc(-c3ccccc3)nc1C2,10%
Cc1noc(C)c1COc1ccc(CC(=O)N2CCCN(C)CC2)cc1,-33%
N#Cc1ccc(CN2CCN(C(=O)Cc3n[nH]c(=O)c4ccccc34)CC2)cc1,6%
O=C(NCc1ccc(F)cc1)[C@H]1CN2CC[C@H]1C[C@@H]2Cn1cc(CC2CCCCC2)nn1,17%
CC(C)Oc1cccc(NC(=O)c2ccccc2C(F)(F)F)c1,0%[57.4 µM]
CC(C)C1C(=O)O[C@@H]2CCN3CC=C(COC(=O)[C@](C)(O)[C@]1(C)O)[C@H]23 (some centres undefined),1%
C=CC[N+](CC#CCO)(CCCC)CCCC,22%
COc1ccc2c(c1)CN(C)CC2c1ccc(Cl)c(Cl)c1 (centres undefined),?
O=C(NC1CC1)[C@H]1CN2CCC1C[C@@H]2Cn1cc(CC2CCCCC2)nn1 (some centres undefined),28%[176 µM]
Cc1ccc(C(=O)N2[C@H]3CC[C@@H]2c2cnc(-c4ccccc4)nc2C3)cn1,1%
C=CCOc1ccc(/C=C(\C)[N+](=O)[O-])cc1OC,?
C=C1C(=O)OC2CCN3CC=C(COC(=O)C(C)(O)C4(CO4)C1C)C23 (centres undefined),49%[activator]
CC(=O)Nc1ccc(S(=O)(=O)NC[C@H]2C[C@@H]3CCN2C[C@@H]3c2cc(C3CCCC3)nn2C)cc1,35%
COc1ccc(C2=NOC3(CCN(Cc4cccnc4)C3)C2)cc1 (centres undefined),58%[activator][176 µM]
CNC(=O)c1ccc(N2C(=S)N(c3ccc(C#N)c(C(F)(F)F)c3)C(=O)C23CCC3)cc1F,-3%[57.4 µM]
CN1CCCC2(CCN(C(=O)c3ccco3)CC2)C1,1%[57.4 µM]
COc1ccc(C(=O)N2[C@H]3CC[C@@H]2c2cnc(C)nc2C3)cc1F,-3%
CC(C(=O)NCc1cccs1)N1CC=C(c2ccccc2)CC1 (centres undefined),?
c1csc(-c2ccc(-c3cccs3)s2)c1,-5%
Fc1ccc2nc(-c3ccc(CN4CCC(n5nnc6ccccc65)CC4)cc3)c(-c3ccccc3)nc2c1,-21%
COc1cc(C2SCC(=O)Nc3c2c(C)nn3C)ccc1OCc1ccccc1C (centres undefined),-24%
N#C/C(=C\c1cccc(O)c1)C(=O)O,-9%
C=C(C)C(=O)OC[N+](C)(C)CCOC(=O)C(O)(c1ccccc1)C1CCCC1 (centres undefined),10%
O=C1CSC(c2ccccc2Br)c2cn[nH]c2N1 (centres undefined),18%
C=CC[C@]1(O)CC[C@H]2[C@@H]3CCC4=CC(=O)CCC4=C3C=C[C@@]21C,?
N#Cc1cnn2c(C(F)F)cc(-c3ccc(F)cc3)nc12,21%
CN(C)c1ccc(C(=O)NC[C@H]2C[C@@H]3CCN2C[C@@H]3CN2CCCCC2)cc1,-15%[176 µM]
NCCCC[C@H](NC(=O)[C@H](Cc1ccccc1)NC(=O)[C@H](CCCN=C(N)N)NC(=O)[C@@H](N)Cc1ccc(O)cc1)C(N)=O,-2%[12.5 µM]
Cc1cc(C)c2[nH]c(C)c(CCN)c2c1,?
Cn1cnc(S(=O)(=O)N2[C@H]3CC[C@@H]2c2cnc(-c4ccc(F)cc4)nc2C3)c1,3%
O=c1[nH]c2ccccc2n1C1CCN(Cc2ccc(-c3nc4ccc(F)cc4nc3-c3ccccc3)cc2)CC1,-24%
Cc1nc(-c2ccc(C(F)(F)F)cc2)cc([C@H]2CN3CC[C@H]2C[C@@H]3CNC(=O)CCC(=O)O)n1,80%[activator]
CCN(CC)C[C@H]1CN2CC[C@H]1C[C@@H]2CNS(=O)(=O)c1ccccc1,6%[176 µM]
O=C(c1ccncc1)N1CCC[C@@]2(CCN(Cc3nccs3)C2)C1,?
FC(F)(F)CN1C2CCC1CN(c1ccc(Cl)nn1)C2,4%[6.33 µM]
O=C1Nc2ccccc2CC12CCN2Cc1ccncc1 (centres undefined),47%[176 µM]
ClC1=C(Cl)[C@]2(Cl)[C@@H]3[C@@H]4C[C@@H]([C@H]5O[C@@H]45)[C@@H]3[C@@]1(Cl)C2(Cl)Cl,-16%[57.4 µM]
Cc1nnc2n1-c1sc(CCc3ccc(CC(C)C)cc3)cc1C(c1ccccc1Cl)=NC2C (centres undefined),-3%[22.9 µM]
COc1cccn(CC(=O)N2CCN(C)C3(CCNCC3)C2)c1=O,-10%
Cc1sc2c(c1C)C(c1ccc(Cl)cc1)=N[C@@H](CC(=O)OC(C)(C)C)c1nnc(C)n1-2,-18%[57.4 µM]
Cn1nc(-c2ccco2)cc1[C@H]1CN2CC[C@H]1C[C@@H]2CNC(=O)c1cccs1,39%[activator][176 µM]
C=CCN1C[C@@H]2CN(S(=O)(=O)c3cccnc3)C[C@]2(C(=O)O)C1,54%[activator]
COC(=O)c1ccc(Cl)cc1NC(=O)N(Cc1ccc(C)o1)C1CCN(Cc2ccccc2)CC1,-24%
O=[N+]([O-])c1ccc(N2CCC(O)CC2)c2ccncc12,4%
O=C(Cc1cccnc1)N1[C@H]2CC[C@@H]1c1cnc(-c3ccc(F)cc3)nc1C2,26%
O=C(O)CCCCCCCCCCO,?
CN1Cc2ccccc2-n2ccnc2C12CCN(C(=O)c1ccc(C(F)(F)F)cc1)CC2,46%[activator]
Cc1ccc(-n2nnnc2C2(NC3CCCCC3)CCCCC2)cc1,16%
CCC(C)(C)O,-2%[176 µM]
CCCCCc1cc(O)c2c(c1)OC(C)(C)c1ccc(C)cc1-2,7%

# Compound activity (PubChem BioAssay)
